Compound activity: PubChem, Southern Research Specialized Biocontainment Screening Center
UTI89 phage lysis: inhibition of K1F phage lysis, E. coli UTI89, bacterial capsule biogenesis inhibitors, alamar blue (AID 488966). E. coli UTI89 K1F phage lysis, alamar blue, 2 h; higher % means a stronger effect. inhibition, % at 100 µM; hits with a dose series show IC50 in µM. 340,000 tested, 0.02% active;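 active means phage lysis inhibition, versus mean bacterial control, above a set limit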;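 further: capsule biogenesis inhibitors block K1F phage lysis so surviving cells raise fluorescence; higher fluorescence means more inhibition of phage lysis; actives were called in the ten point dose series up to 300 µM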
Starred values were filed as active, the others as inactive; [ ] = remark or other dose. These rows are one share of the data; count on the stated rates, not on these rows.

Start of the listing, in advance (two entries):
SMILES	UTI89 phage lysis
C[C@@H]1O[C@@H](OC[C@H]2O[C@@H](Oc3c(-c4ccc(O)cc4)oc4cc(O)cc(O)c4c3=O)[C@H](O)[C@@H](O)[C@@H]2O)[C@H](O)[C@H](O)[C@H]1O	0.7%
Cc1cccc(C(=O)NNC(=O)c2ccccc2[N+](=O)[O-])c1	0.1%

This part in full, from the start:
SMILES	UTI89 phage lysis
C[C@@H]1O[C@@H](OC[C@H]2O[C@@H](Oc3c(-c4ccc(O)cc4)oc4cc(O)cc(O)c4c3=O)[C@H](O)[C@@H](O)[C@@H]2O)[C@H](O)[C@H](O)[C@H]1O	0.7%
Cc1cccc(C(=O)NNC(=O)c2ccccc2[N+](=O)[O-])c1	0.1%
COc1ccc(CN(C)CC(O)COC(c2ccccc2)c2ccccc2)c(OC)c1OC (stereo not given)	0.2%
COc1ccccc1NC(=O)COC(=O)c1cc([N+](=O)[O-])ccc1N1CCCC1	0.6%[50 µM]
CCOC(=O)C1CCCN(C2=NC(=O)/C(=C/c3ccc(O)c(OC)c3)S2)C1 (stereo not given)	-0.4%
NC(=O)C1CCN(C(=O)CCc2nc3sc4c(c3c(=O)[nH]2)CCCC4)CC1	0.1%[50 µM]
COc1ccccc1NS(=O)(=O)NC(=O)c1cn(C)c2ccccc12	0.0%
Cc1c(NS(=O)(=O)c2cccc(C(=O)OCC(=O)c3ccc(Cl)cc3)c2)c(=O)n(-c2ccccc2)n1C	0.0%[50 µM]
CCCc1[nH]c2ccc(C(=O)OC)cc2c1CCC	1.0%
Cc1ccc(C(=O)NCCc2nnc(SCC(=O)Nc3cccc(C(=O)O)c3)n2C)cc1	-0.1%
Cc1ccc(C)c(CN2C(=O)NC3(CCCCCC3)C2=O)c1	-0.3%
Cc1onc(C(=O)N2CCN(c3ccccc3)CC2)c1[N+](=O)[O-]	4.4%
N#C/C(=C(/O)c1ccc(Cl)cc1)c1nc2ccccc2[nH]1	0.0%
COc1ccc(CCNC(=O)CNS(=O)(=O)c2ccc(Br)cc2)cc1	-1.8%
COC(=O)C1(C(F)(F)F)C2C=CC(C2)N1S(=O)(=O)c1ccc(C)cc1 (stereo not given)	-0.1%
CCC(=O)Nc1ccc(NC(=O)CSc2nc3c(c(=O)n(C)c(=O)n3C)n2CC)cc1	0.3%
COc1ccc(/C=N/NC(=O)CNS(=O)(=O)c2ccccc2)cc1	0.3%[50 µM]
O=C(COC(=O)c1n[nH]c2ccccc12)c1cccc(Br)c1	0.3%
COc1ccccc1NC(=O)NC1CCS(=O)(=O)C1 (stereo not given)	2.3%
Cc1csc(=O)n1CCC(=O)OCC(=O)c1c(N)n(CC(C)C)c(=O)n(C)c1=O	1.2%[50 µM]
COc1ccc(-c2csc3ncnc(N4CCN(S(=O)(=O)c5ccc(Cl)s5)CC4)c23)cc1	0.5%[50 µM]
Cn1c(N)c(C(=O)CSc2nnc(NC3CCCCC3)s2)c(=O)n(C)c1=O	1.5%[50 µM]
Cc1cc2oc(=O)cc(CN3CCCCC3)c2cc1O	0.3%
CCCCNC(=O)O[C@H]1C[C@@H]2CCN3C(=O)CCC(C)(C)[C@H](C1)[C@H]23	0.0%
Cc1[nH]c(=O)[nH]c(=O)c1S(=O)(=O)N1CCCCC1	0.1%
N#Cc1ccc(CN2CCN(C(=O)Cn3nc(C(N)=O)c4ccccc4c3=O)CC2)cc1	-0.3%
Cc1ccc(-c2csc3nc[nH]c(=O)c23)cc1C	0.5%
CN1C(c2ccccc2)CC(=NO)CC1c1ccccc1 (stereo not given)	-2.1%
O=C(CCc1nnc2ccc(NCCCN3CCCC3=O)nn12)NCc1ccccc1Cl	-0.1%
C=CCNc1nc2ccccc2nc1NS(=O)(=O)c1cccc(C)c1	-0.4%[50 µM]
COc1ccc(C(C(=O)NC2CCCCC2)N(C(=O)c2ccco2)c2ccccc2C(C)=O)cc1 (stereo not given)	-0.4%
CC1=C(C(=O)Nc2ccccc2C(=O)N2CCCCC2)SCCO1	-0.1%
CNS(=O)(=O)c1ccc(NC(=O)Nc2ccc3c(c2)OCO3)cc1	0.2%
O=[N+]([O-])c1ccccc1/C=N\Nc1nccs1	0.3%
C=CC[C@@H](CC(=O)N[C@H](CO)Cc1ccccc1)C(=O)NCCOC(=O)[C@@H](CC=C)CC(=O)OC(C)(C)C	1.5%
CC(C)(C)c1ccc(OCCCn2ccnc2)cc1	1.2%
Cc1cccnc1NC(=O)c1ccc(S(=O)(=O)N2CCCCCC2)cc1	1.0%[50 µM]
CC(=O)Nc1ccc(C(=O)OCC(=O)N(c2ccccc2)C2CCCCC2)cc1	-3.1%
Cc1ccc(S(=O)(=O)N2CCN(C(=O)c3ccco3)CC2)cc1	-0.1%
Cc1csc(=O)n1CC(=O)OCc1nnc(-c2ccccc2)o1	1.9%[50 µM]
CCCc1ncc(CN2CCC(C(=O)Nc3cccc(-c4cscn4)c3)CC2)cn1	-0.1%
Cc1ccc(S(=O)(=O)N(C)C)cc1NC(=O)COC(=O)Cc1ccsc1	1.5%[50 µM]
CSc1ccc(/C=C2\CCn3c2nc2cc(C(=O)O)ccc2c3=O)cc1	0.0%
CN(C)S(=O)(=O)c1cccc(NC(=O)C2Cc3ccccc3CN2C(=O)c2ccccc2)c1 (stereo not given)	-0.5%
CCOc1cc(C(=O)Nc2ccccc2N2CCOCC2)ccc1OCC(=O)N1CCOCC1	0.5%[50 µM]
CCCCN1C(=O)C(=O)N(CC(=O)Nc2cc(S(=O)(=O)N(C)C)ccc2C)C1=O	0.8%[50 µM]
CC(C)(C)c1ccc(C2(C)NC(=O)NC2=O)cc1 (stereo not given)	0.7%
O=C(N/C(=C\c1ccc([N+](=O)[O-])cc1)C(=O)N1CCOCC1)c1cccc(Br)c1	-0.1%[50 µM]
COc1ccc(-c2cn3nc(C)c(C)nc3n2)cc1OC	0.5%[50 µM]
CC(C)(C)OC(=O)C[C@H]1C/C=C\C[C@@H](CC(=O)N[C@H](CO)Cc2ccccc2)C(=O)NC[C@@H](c2ccccc2)OC1=O	0.1%
O=C(NC1CCCCC1)C(c1ccccc1)N(Cc1cccnc1)C(=O)c1csnn1 (stereo not given)	0.0%
COC(=O)[C@]1(Cc2ccccc2)N[C@H](c2ccc(-c3cccc(Cl)c3)cc2)[C@@H]2C(=O)N(C)C(=O)[C@@H]21	-0.7%
CC(=O)Nc1cc(NC(C)=O)cc(C(=O)OCC(=O)Nc2ccc(S(=O)(=O)NC3=NCCCCC3)cc2)c1	-1.5%[50 µM]
CCCNC(=O)c1onc(CSc2ccccc2)c1C(=O)NCCC	0.7%
CCCCNc1c(-c2ccc(OC)c(SC3CCCCC3)c2)nc2ccc(Cl)cn12	2.5%
CCC(=O)c1ccc(OCC(=O)OCC(=O)NC2CCCC2)cc1	1.7%[50 µM]
COc1ccc(CC(=O)N/N=C(\C)c2cccc(NC(=O)C3CC3)c2)cc1	1.2%[50 µM]
COC(=O)C1=C(O)/C(=C\c2ccc(OCC(=O)Nc3ccccc3)cc2)N=C1C	0.4%
CCOc1ccccc1CN1CCN(Cc2ccc3cc(F)ccc3n2)CC1CCO (stereo not given)	0.2%
O=C(N/N=C/c1ccc(OCC(=O)N2CCCC2)cc1)C(=O)NC1CC1	0.3%
(next part)
SMILES	UTI89 phage lysis
CCc1ccccc1NC(=S)Nn1cnnc1	0.4%
COc1cccc(Cn2cccc(NC(=O)NCc3ccccc3)c2=O)c1	0.8%
O=S(=O)(NC1CCSc2ccccc21)c1ccccc1 (stereo not given)	-0.8%
COCCN(C(=O)C1CC(=O)N(Cc2ccc(C)cc2)C1)c1c(N)n(CC(C)C)c(=O)[nH]c1=O (stereo not given)	0.7%[50 µM]
O=C(CSc1nnc(-c2ccccc2F)o1)N1CCCC1	-0.2%
CCC1CN(S(=O)(=O)c2ccc3c(c2)NC(=O)CC(=O)N3)c2cc(Cl)ccc2O1 (stereo not given)	-1.9%
Cc1oc(-c2ccc(Cl)cc2)nc1CN1CCC(C(=O)NCC2CCCO2)CC1 (stereo not given)	7.2%
COc1ccc(C2=NOC(Cn3nc(-c4ccccc4)cc3C(=O)NCc3ccco3)C2)cc1 (stereo not given)	0.7%
O=C(O)c1ccccc1C(=O)Nc1ccc(Nc2ccc([N+](=O)[O-])cc2[N+](=O)[O-])cc1	-0.1%
Cc1ccc(NC(=O)C(c2ccccc2)c2ccccc2)c(O)c1	0.8%
CC(=O)Nc1ccc(NC(=O)CCNC(=O)c2ccccc2Cl)cc1	0.5%
Cc1cc(C)c(OCCCNC2CCCC2)c(Br)c1	0.5%
COc1ccc(Cl)cc1NS(=O)(=O)c1c(C)[nH]c(=O)[nH]c1=O	1.1%[50 µM]
CCn1c(SCC(=O)NC2CCCCC2)nnc1-c1ccccc1F	1.5%
O=C(N/N=C/c1coc2ccc(Cl)cc2c1=O)c1ccc(O)cc1	0.1%
COc1ccc(CN(C)C(=O)c2cccc(S(=O)(=O)N3CCCc4ccccc43)c2)c(OC)c1OC	-0.3%[50 µM]
Cc1ccc(C(=O)NNC(=O)c2cccc(S(=O)(=O)N3CCOCC3)c2)cc1	1.5%[50 µM]
COc1ccc(-c2coc3cc(O)c(OC)cc3c2=O)cc1	0.6%
COC(=O)C[C@H]1c2ccccc2S(=O)(=O)N1c1cccc(OC)c1	0.0%
CCCc1nnc(NC(=O)CCC(=O)N2CCN(Cc3cc(F)ccc3OC)CC2)s1	0.4%
COc1ccc(CNC(=O)C2CC(C)=CCC2C(=O)O)cc1 (stereo not given)	0.1%
Cc1ccccc1N1CCN(Cc2cc3c(cc2[N+](=O)[O-])OCO3)CC1	-0.2%
O=C(Nc1ccc(OC(F)(F)F)cc1)C1CCCN(C(=O)c2ccc(Cl)cc2)C1 (stereo not given)	0.3%[50 µM]
Cc1cccc(NC(=O)C2C3CCCCC32)c1 (stereo not given)	11%
Cc1ccc(NC(=O)C2CCCN2C(=O)c2cccs2)c(C)c1 (stereo not given)	-0.2%
CCS(=O)(=O)N1CCCC(C(=O)Oc2ccc(Br)cc2)C1 (stereo not given)	0.3%
Cc1cccnc1NC(=O)C1CCC1	3.1%
CN(C)c1cccc(C(=O)N2CCCC(CCC(=O)NCc3ccccc3F)C2)c1 (stereo not given)	0.3%
CS(=O)(=O)c1ccc(Cl)c(NC(=O)COC(=O)CCN2C(=O)C3CC=CCC3C2=O)c1 (stereo not given)	0.7%[50 µM]
NNc1nc(-c2ccccc2)c2cc(Br)ccc2n1	0.5%
COCCC(=O)N1CCC(n2nccc2NC(=O)CCc2ccccc2)CC1	0.1%
CCOc1ccc(S(=O)(=O)NCCC(=O)Nc2nnc(C)s2)cc1	-0.3%
CCOC(=O)NC(=O)CSc1ccc(S(=O)(=O)N(C)C2CCCCC2)cn1	0.0%[50 µM]
CCCCC1(C2CCCC2)NC(=O)NC1=O (stereo not given)	-2.0%
CN1CCN(S(=O)(=O)c2cccc(C(=O)Nc3cc(C(N)=O)cc(C(N)=O)c3)c2)CC1	-0.1%
O=C(Cc1ccc(F)cc1)Nc1nnc(-c2ccc(F)cc2)o1	0.4%
O=C(NNC(=O)c1cccc(C(F)(F)F)c1)c1ccc(-n2cnnn2)cc1	1.0%
Cc1ccc(CNC(=O)C(=O)NCC2CCCN2S(=O)(=O)c2cccs2)cc1 (stereo not given)	-0.7%
CC(C)c1ccc(NC2CCCN(C(=O)CN3C(=O)CSC3=O)C2)cc1 (stereo not given)	0.0%
Cc1onc(-c2c(Cl)cccc2Cl)c1C(=O)N1CCN(c2ccc(F)cc2)CC1	-0.1%
CN(C(=O)c1cccc(NC(=O)Cc2ccc(NC(=O)C3CCCN(C(=O)C4CC4)C3)cc2)c1)C1CCC1 (stereo not given)	0.2%
CC(=O)Nc1ccc(S(=O)(=O)N2CCN(C(=O)N3CCCCC3)CC2)cc1	-0.1%
CCCc1cc(C(=O)N2CCC(n3nccc3NC(=O)c3ccc(OC)cc3)CC2)no1	-0.2%
Cc1ccc(CNC(=O)c2nnn(CC(=O)Nc3cccc(C)c3C)c2N)cc1	0.1%
O=C(c1ccccc1F)N(Cc1cccs1)C1CCS(=O)(=O)C1 (stereo not given)	0.3%
Cc1cc(O)c2c(c1)C(=O)[C@@]13Oc4c5c(c(O)c6c(O)cc(C)cc46)C(=O)C[C@H](O)[C@H]5[C@@H]1[C@@H](O)CC(=O)C3=C2O	-0.5%
COc1ccccc1-c1oc2ccccc2c1C#CC1(O)CCCCC1	2.5%
Cc1cc(C(=O)NNC(=O)/C=C/c2ccco2)c(C)o1	0.5%[50 µM]
O=C(NNC(=S)Nc1ccccc1Cl)c1ccccc1Cl	1.3%[50 µM]
O=c1ccc2c([nH]1)CCCCCCCCCC2	-0.7%
CCCCN(C)CCCNC(=O)CN1C(=O)COc2ccc(S(=O)(=O)N3CCOCC3)cc21	1.0%
CC(C)CN(C(=O)COC(=O)CCSc1ccc(F)cc1)c1c(N)n(Cc2ccccc2)c(=O)[nH]c1=O	0.3%[50 µM]
Cc1ccc(C)c(N2CCN(S(=O)(=O)c3ccc4c(c3)NC(=O)CO4)CC2)c1	-3.0%

An excerpt of these results, with bars between the fields:
Compound | UTI89 phage lysis
O=c1ccc2c([nH]1)CCCCCCCCCC2 | -0.7%
CCCCN(C)CCCNC(=O)CN1C(=O)COc2ccc(S(=O)(=O)N3CCOCC3)cc21 | 1.0%

Random excerpt: six records from the list.
SMILES	UTI89 phage lysis
O=c1ccc2c([nH]1)CCCCCCCCCC2	-0.7%
CC(=O)Nc1ccc(S(=O)(=O)N2CCN(C(=O)N3CCCCC3)CC2)cc1	-0.1%
CC(C)CN(C(=O)COC(=O)CCSc1ccc(F)cc1)c1c(N)n(Cc2ccccc2)c(=O)[nH]c1=O	0.3%[50 µM]
Cc1cc(C(=O)NNC(=O)/C=C/c2ccco2)c(C)o1	0.5%[50 µM]
Cc1ccc(C)c(N2CCN(S(=O)(=O)c3ccc4c(c3)NC(=O)CO4)CC2)c1	-3.0%
CCCc1cc(C(=O)N2CCC(n3nccc3NC(=O)c3ccc(OC)cc3)CC2)no1	-0.2%
